Screening data from PubChem.
SKN-1 block = C. elegans SKN-1 inhibition | C. elegans VP596 Pgst-4::GFP/RFP ratio, acrylamide-induced, 24 h | inhibition, % at 21.8 µM | 360,000 tested, 0.49% active;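 active means interference check ratio from 0.5 to 1.5 plus GFP to RFP signal ratio inhibition reaching or exceeding a fixed threshold, cut at about 30% in these data, passing the limit was not always enough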; further: some compounds called inactive have numbers as strong as hits
FAS TE block = inhibitors of human fatty acid synthase thioesterase domain | 360,000 tested, 0.67% active | P49327 | recombinant FAS-TE, OMFH fluorogenic substrate, fluorescence endpoint | inhibition, % at 15 µM;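 active means compounds whose normalised, plate-corrected inhibition of enzyme fluorescence in the single-dose primary screen is 50% or more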;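 further: 0% = DMSO with enzyme and 100% = substrate without enzyme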
Target sequence (P49327 whole entry, looked up, the tested form may be a part): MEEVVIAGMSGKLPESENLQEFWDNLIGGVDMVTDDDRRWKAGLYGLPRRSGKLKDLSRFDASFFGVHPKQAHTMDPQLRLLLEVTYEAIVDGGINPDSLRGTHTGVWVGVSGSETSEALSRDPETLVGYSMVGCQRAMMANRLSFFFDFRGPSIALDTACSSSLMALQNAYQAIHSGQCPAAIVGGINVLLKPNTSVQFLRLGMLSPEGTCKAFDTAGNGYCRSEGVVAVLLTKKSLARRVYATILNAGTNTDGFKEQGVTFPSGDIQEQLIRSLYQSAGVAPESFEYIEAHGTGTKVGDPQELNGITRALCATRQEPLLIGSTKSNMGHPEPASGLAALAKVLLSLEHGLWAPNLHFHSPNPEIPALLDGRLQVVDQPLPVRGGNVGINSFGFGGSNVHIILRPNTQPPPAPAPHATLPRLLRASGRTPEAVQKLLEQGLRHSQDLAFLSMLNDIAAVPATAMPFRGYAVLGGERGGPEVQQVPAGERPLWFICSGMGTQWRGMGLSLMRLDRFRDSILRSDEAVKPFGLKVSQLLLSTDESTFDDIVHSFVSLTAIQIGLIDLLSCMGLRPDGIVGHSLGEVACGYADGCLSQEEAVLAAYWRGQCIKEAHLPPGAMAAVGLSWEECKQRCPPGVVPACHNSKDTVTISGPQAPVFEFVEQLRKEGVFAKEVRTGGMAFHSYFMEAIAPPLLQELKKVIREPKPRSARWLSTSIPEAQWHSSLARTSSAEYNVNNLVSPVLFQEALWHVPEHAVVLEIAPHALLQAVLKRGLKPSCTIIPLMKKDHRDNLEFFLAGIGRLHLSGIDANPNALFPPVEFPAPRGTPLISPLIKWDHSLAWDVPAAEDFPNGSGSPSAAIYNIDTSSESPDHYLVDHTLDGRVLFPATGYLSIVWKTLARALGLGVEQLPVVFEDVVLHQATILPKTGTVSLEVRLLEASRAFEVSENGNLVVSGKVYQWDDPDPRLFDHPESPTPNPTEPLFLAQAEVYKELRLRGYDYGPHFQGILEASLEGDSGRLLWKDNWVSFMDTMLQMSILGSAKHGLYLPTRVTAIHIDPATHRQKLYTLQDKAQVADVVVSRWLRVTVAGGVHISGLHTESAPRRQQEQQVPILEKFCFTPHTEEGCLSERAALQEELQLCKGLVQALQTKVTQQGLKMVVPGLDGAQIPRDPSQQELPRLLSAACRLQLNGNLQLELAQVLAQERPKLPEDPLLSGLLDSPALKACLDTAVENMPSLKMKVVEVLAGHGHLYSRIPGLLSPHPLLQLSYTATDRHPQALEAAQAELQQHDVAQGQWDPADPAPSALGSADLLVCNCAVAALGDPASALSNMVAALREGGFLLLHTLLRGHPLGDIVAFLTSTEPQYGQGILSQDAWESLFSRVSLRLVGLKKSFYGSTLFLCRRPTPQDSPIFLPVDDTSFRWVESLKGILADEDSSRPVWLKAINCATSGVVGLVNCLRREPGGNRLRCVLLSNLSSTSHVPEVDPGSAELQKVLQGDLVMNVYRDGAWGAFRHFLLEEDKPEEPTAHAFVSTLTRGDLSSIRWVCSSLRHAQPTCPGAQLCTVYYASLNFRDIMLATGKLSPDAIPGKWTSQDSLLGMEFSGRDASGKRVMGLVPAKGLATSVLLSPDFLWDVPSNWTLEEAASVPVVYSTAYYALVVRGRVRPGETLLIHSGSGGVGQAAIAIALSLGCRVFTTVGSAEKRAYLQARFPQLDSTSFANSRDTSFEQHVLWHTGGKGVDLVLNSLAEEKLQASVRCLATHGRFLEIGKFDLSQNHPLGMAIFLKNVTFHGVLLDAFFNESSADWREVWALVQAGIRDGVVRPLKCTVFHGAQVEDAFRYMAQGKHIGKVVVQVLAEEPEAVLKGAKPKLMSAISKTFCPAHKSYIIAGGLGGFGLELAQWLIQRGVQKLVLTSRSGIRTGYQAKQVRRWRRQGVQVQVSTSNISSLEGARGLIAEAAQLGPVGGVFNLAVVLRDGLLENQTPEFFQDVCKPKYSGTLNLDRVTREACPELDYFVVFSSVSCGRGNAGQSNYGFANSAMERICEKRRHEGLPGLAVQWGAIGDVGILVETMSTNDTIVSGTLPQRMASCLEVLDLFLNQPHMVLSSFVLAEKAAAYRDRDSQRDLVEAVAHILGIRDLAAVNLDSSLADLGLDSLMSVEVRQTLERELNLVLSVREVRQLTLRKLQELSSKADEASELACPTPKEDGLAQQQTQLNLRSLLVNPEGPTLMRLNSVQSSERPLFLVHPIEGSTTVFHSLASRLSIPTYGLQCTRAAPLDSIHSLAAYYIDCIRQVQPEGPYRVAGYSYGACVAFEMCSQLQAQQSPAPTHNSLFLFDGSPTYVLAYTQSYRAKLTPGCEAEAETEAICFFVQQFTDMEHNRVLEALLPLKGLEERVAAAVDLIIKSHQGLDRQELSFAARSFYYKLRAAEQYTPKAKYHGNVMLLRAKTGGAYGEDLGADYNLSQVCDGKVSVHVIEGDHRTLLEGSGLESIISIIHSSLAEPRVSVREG
Neddylation inh = inhibitors of human cullin neddylation. TR-FRET cullin neddylation, biochemical. AID 651699. P61081+Q13564. 360,000 tested, 0.58% active. calls only at 25 µM; in the data active means inhibition above about 36%
NadD inh = blocks S. aureus nicotinate mononucleotide adenylyltransferase. purified NadD enzyme, colorimetric absorbance read-out. inhibition, % at 20 µM. 360,000 tested, 0.78% active. AID 602399; in the data active means inhibition above about 26%; further: some compounds past the cut are filed as inactive
Rin1 Abl inh = blocks binding of human Rin1 to Abl | P00519+Q13671 | TR-FRET Rin1/Abl binding, biochemical | inhibition, % at 7.35 µM | 360,000 tested, 0.4% active; in the data active means inhibition above about 5%, passing the limit was not always enough
MT1-MMP act inh = blocks activation of human MT1-MMP. P50281. HT1080 RFP-PRO-GFP cells, GFP/RFP ratio fluorescence, overnight; percent of plate control window, DMSO zero. GFP/RFP ratio change, % at 20 µM. 360,000 tested, 0.061% active;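 active means GFP/RFP ratio change of at least 30% with cell ATP level not reduced by more than half and red fluorescence within 50% of control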; further: strong numbers were not always called active
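Material – HT1080 RFP-PRO-GFP cells · Control set – DMSO wells and RFP-L50D-GFP cells · Incubation – overnight cell settling, then overnight compound exposure, 37 °C, 5% CO2 · Compound dosing – single-point 20 µM compound, 1% DMSO · Read-out – GFP/RFP fluorescence ratio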
CSN deneddyl inh = CSN deneddylation inhibition; 360,000 tested, 0.38% active; AID 651999; Q92905; inhibition, % at 12.5 µM; Purified CSN, SCF-Nedd8-OG deneddylation, fluorescence polarization;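 active means pattern-corrected inhibition above about 35%, with an unprinted fluorescence ratio check between 0.5 and 1.5, limit read from the data, passing the limit was not always enough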;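 further: 0% = enzyme with substrate and 100% = substrate without enzyme; some results filed as inactive read as strong as hits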
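Test system: Human Csn5 produced in HEK293T cells | Compound: 12.5 µM single point | Times: 90 min, room temperature | Signal: Fluorescence polarization readout | Read-out basis: % inhibition of substrate cleavage by Csn5 | Controls: no-enzyme wells high, enzyme-with-substrate wells low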
Rpn11 inh = inhibitors of human proteasome Rpn11; O00487; human 26S proteasome, Ub4-pepOG fluorescence polarization; 20S core pre-blocked with epoxomicin; 360,000 tested, 0.59% active; calls only at 20 µM; AID 588493;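 active means inhibition at 20 µM, scaled to each plate's controls, above about 33%, limit read from the data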
MLLE-PAM2 inh = inhibitors of microRNA-mediated deadenylation, human PABP1 MLLE binding. GST-MLLE / FITC-PAM2 fluorescence polarization. inhibition, % at 20 µM. 360,000 tested, 0.36% active. AID 588489; in the data active means inhibition above about 35%, passing the limit was not always enough;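 further: plate controls were DMSO wells with GST-MLLE for no effect and wells lacking GST-MLLE protein for full effect; some results filed as inactive read as strong as hits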
* = called active by the depositor; i = inactive; nt = not tested or not shown; + = active, no number.

SMILES	SKN-1 block	FAS TE block	Neddylation inh	NadD inh	Rin1 Abl inh	MT1-MMP act inh	CSN deneddyl inh	Rpn11 inh	MLLE-PAM2 inh
CCN1C(=O)CC(N2CCN(c3ccc(OC)cc3)CC2)C1=O (configuration not stated)	-3	-7	i	-3	1	2	0	i	-25
CCCC(=O)N1CCC(CCC(=O)NC2CC2)CC1	-5	-5	i	-5	2	0	-3	i	-2
CCOc1ccc2[nH]c(=O)c(CN(CCCO)S(=O)(=O)c3ccc(F)cc3)cc2c1	-3	-3	i	-8	3	4	0	i	-21
Cc1ccc(-c2nn[nH]n2)o1	-6	-8	i	7	2	-1	1	i	17
Nc1ccc(C=Cc2ccc(N)cc2)cc1	8	-4	nt	6	2	3	-2	i	-7
C=CCNc1nc2ccccc2nc1NS(=O)(=O)c1cccc(C)c1	10	-1	i	0	-4	-3	1	i	13
O=C(NNC(=O)c1ccccc1Br)c1ccc(Cl)c(Cl)c1	-24	0	i	-3	3	2	2	i	-1
Cc1cc(C)cc(NC(=O)C2CCCN(c3nc(C)cc(C)n3)C2)c1 (configuration not stated)	2	-4	i	0	0	-4	7	i	4
COc1cc(NC2=CC(=O)CC(C)(C)C2)cc(OC)c1	10	-10	i	-5	1	2	-2	i	-5
NNC(=O)c1nc2ccccc2s1	8	-5	i	3	-1	0	-3	i	2
CCc1c(O)nc(SCC(=O)N2CCc3cc(OC)c(OC)cc3[C@@H]2C)[nH]c1=O	-11	-2	i	9	-1	2	4	i	43*
CCOC(=O)c1sc2nc(-c3cccnc3)ccc2c1N	9	5	nt	2	-4	-4	-1	i	32
COc1cc(NC(=S)NCCCO)c(OC)cc1Cl	-2	-15	i	0	2	3	0	i	-2
O=C(CCn1c2c(c3ccccc31)CCCC2)NNC(=O)c1ccccc1[N+](=O)[O-]	-13	6	i	4	-1	0	1	i	-17
CC(C)(NS(=O)(=O)OCC(Cl)(Cl)Cl)c1ccccc1	3	4	i	-9	0	5	0	i	-8
O=c1c2ccccc2nc(/C=C/c2c[nH]c3ccccc23)n1-c1ccc([N+](=O)[O-])cc1	13	-7	i	40*	-1	1	-1	i	7
COC(=O)c1ccccc1NC(=O)CSc1nnc(C(C)NC(=O)c2ccc(Cl)cc2Cl)n1C (configuration not stated)	8	-4	i	3	-4	-1	-2	i	3
NC(=O)CSc1ncc(-c2ccccc2)[nH]1	10	-8	i	-2	0	7	4	i	19
O=C(Cn1cnc2ccccc21)c1ccccc1	18	-4	i	2	-2	-3	5	i	3
O=S(=O)(Nc1ccc(N2CCOCC2)cc1)c1ccccc1	13	-1	i	1	-1	1	6	i	-10
Cc1ccc(Nc2nc(N)nc(COC(=O)C3=COCCO3)n2)cc1	-10	-4	i	0	2	5	-4	i	2
Nc1ccc(C(=O)O)cc1[N+](=O)[O-]	5	-4	i	2	-5	4	0	i	15
O=C(Nc1ccccn1)c1ccc(Cl)c(S(=O)(=O)N2CCc3ccccc32)c1	-2	34	i	6	-3	8	5	i	-6
COc1cc(CCCN2CCNC[C@H]2Cc2ccc(O)cc2)cc(OC)c1OC	14	-12	i	-1	3	-5	2	i	8
O=C(Nc1ccccc1)N1CCC(=S)Nc2ccccc21	11	-6	i	-3	0	2	-3	i	25

At a glance, part of the list above:
SMILES	SKN-1 block	FAS TE block	Neddylation inh	NadD inh	Rin1 Abl inh	MT1-MMP act inh	CSN deneddyl inh	Rpn11 inh	MLLE-PAM2 inh
Cc1ccc(Nc2nc(N)nc(COC(=O)C3=COCCO3)n2)cc1	-10	-4	i	0	2	5	-4	i	2
Nc1ccc(C(=O)O)cc1[N+](=O)[O-]	5	-4	i	2	-5	4	0	i	15
O=C(Nc1ccccn1)c1ccc(Cl)c(S(=O)(=O)N2CCc3ccccc32)c1	-2	34	i	6	-3	8	5	i	-6
COc1cc(CCCN2CCNC[C@H]2Cc2ccc(O)cc2)cc(OC)c1OC	14	-12	i	-1	3	-5	2	i	8
O=C(Nc1ccccc1)N1CCC(=S)Nc2ccccc21	11	-6	i	-3	0	2	-3	i	25

Profiles from above. Order of screens: SKN-1 block, FAS TE block, Neddylation inh, NadD inh, Rin1 Abl inh, MT1-MMP act inh, CSN deneddyl inh, Rpn11 inh, MLLE-PAM2 inh
Entry for O=C(Cn1cnc2ccccc21)c1ccccc1 = 18, -4, i, 2, -2, -3, 5, i, 3
Entry for CCOC(=O)c1sc2nc(-c3cccnc3)ccc2c1N = 9, 5, nt, 2, -4, -4, -1, i, 32

The list goes on:
SMILES	SKN-1 block	FAS TE block	Neddylation inh	NadD inh	Rin1 Abl inh	MT1-MMP act inh	CSN deneddyl inh	Rpn11 inh	MLLE-PAM2 inh
O=C(c1ccco1)N1CCN(C(=O)c2cccn3c(=O)c4c5c(sc4nc23)CCCC5)CC1	-6	2	nt	8	-7	-5	8	i	20
CC(Cc1ccccc1)C(=O)NCc1nc2ccccc2s1 (configuration not stated)	-9	1	i	-7	0	nt	-6	i	-7
O=C(NCc1ccccc1)C1=C[C@@H](c2ccc3c(c2)OCO3)C[C@@H](OCCCCO)O1	-5	-5	i	4	-2	7	-3	i	4
Cc1nc(-c2ccc(Cl)cc2)sc1C1(C)CC(c2ccc(C#N)cc2)=NO1 (configuration not stated)	18	17	i	-11	0	5	1	i	8
Cc1ccc(-c2noc(CN(C(=O)C(c3ccccc3)c3ccccc3)C(C)C)n2)cc1	2	30	i	1	-1	-35	3	i	-4
CCOC(=O)C(C)On1c(-c2cccc(Cl)c2)nc2ccc([N+](=O)[O-])cc21 (configuration not stated)	15	13	i	-5	1	-4	-8	i	12
COc1cc(/C=C/C(=O)Nc2ccc(N3CCCCC3)c(S(=O)(=O)Nc3ccccc3Cl)c2)cc(OC)c1OC	5	58*	+	16	0	-7	-4	i	-2
O=C(Nc1ccc(N2CCN(C(=O)c3ccco3)CC2)cc1)c1cccs1	12	-1	i	0	2	1	2	i	3
CC1(C(=O)NS(=O)(=O)c2ccc(Cl)cc2)CCN1C(=O)C/C=C/c1ccccc1 (configuration not stated)	12	-6	i	-1	2	3	5	i	-8
COc1ccc(OC)c(C(=O)NC(CC(N)=O)c2ccc(N3CCN(c4ccccn4)CC3)c([N+](=O)[O-])c2)c1 (configuration not stated)	8	-13	i	-5	-1	3	-2	i	-14
Cc1ccc(C(=O)CSc2nnc(COc3cc(C)cc(C)c3)o2)cc1	-34	23	i	7	4	0	-2	i	-134
CN=C(Nc1cc(C)nn1CCC#N)c1ccc(F)cc1	5	-10	i	-6	-2	5	1	i	3
CCn1c2ccc(C)cc2c2nc3cc(C(=O)O)ccc3nc21	3	-6	i	5	-4	2	1	i	23
COc1ccc(C(=O)Nc2ccccc2C(=O)NCCN2CCOCC2)cc1	6	-4	i	-6	3	2	2	i	6
O=C(COC(=O)c1ccc(O)cc1)NCCCc1ccccc1	-3	4	i	-4	-1	2	-3	i	-3
Cc1ccc2cccc(NC(=O)C(F)(F)F)c2n1	11	0	i	1	-1	2	-3	i	8
O=C(COc1ccc2c(c1)CCC2)NCc1cccc(Cl)c1	1	8	i	-4	-1	0	-6	i	-4
O=S(=O)(CCC1CCCCN1)c1ccccc1 (configuration not stated)	10	-4	i	-4	2	3	0	i	-3
COc1ccc(CNC(=O)CCS(=O)(=O)Cc2ccc(C)cc2)c(OC)c1	-10	-3	i	-8	3	1	3	i	-6
COc1cc(/C=N/NC(=O)Cc2ccccc2)cc(OC)c1OC	-1	-4	i	7	-3	7	1	i	-1
O=C(NC(Cc1ccc2c(c1)OCO2)C(=O)NC(Cc1ccccc1)C(=O)O)c1ccccc1 (configuration not stated)	18	-10	i	5	2	-1	5	i	-1
Fc1cnc(N2CCOCC2)nc1NCc1ccccc1	11	-6	i	-5	-3	-6	4	i	-11
CCOc1ccc(N/C=C/C(=O)c2ccccc2)cc1	27	-2	i	5	-1	-2	6	i	-15
COc1ccc2nc(NC(=O)C3CCCO3)sc2c1 (configuration not stated)	4	-2	i	10	3	3	12	i	-3
CCOC(=O)C1=CNS(=O)(=O)NC1c1cccc(O)c1 (configuration not stated)	22	-4	i	-4	-5	2	0	i	9
Going on with the list.
SMILES	SKN-1 block	FAS TE block	Neddylation inh	NadD inh	Rin1 Abl inh	MT1-MMP act inh	CSN deneddyl inh	Rpn11 inh	MLLE-PAM2 inh
CC1CC(C)(C)N(C(=O)CN2CCN(C)CC2)c2ccccc21 (configuration not stated)	2	-6	i	-5	1	-3	5	i	-15
COC(=O)c1sc(N)c(C(=O)OC)c1COC(=O)CNS(=O)(=O)c1ccc(C)c(C)c1	17	2	i	-5	-1	-2	1	i	-9
O=C(c1cc2ncc(Br)cn2n1)N1CCCCC1	6	-6	i	0	3	-1	2	i	-1
CCc1cccc(C)c1NC(=O)C(c1ccccc1)N1CCC1=O (configuration not stated)	6	-4	i	-2	-1	-2	7	i	-3
Cc1ccc(NC(=O)COC(=O)Cc2cccs2)cc1S(=O)(=O)N1CCOCC1	9	-5	i	-3	2	3	-5	i	4
CCN1CCN(c2ccc(S(=O)(=O)N3CCCCC3)cc2NC(=O)Cc2c(Cl)cccc2Cl)CC1	11	5	i	-1	-2	1	-4	i	-4
Cc1ncc([N+](=O)[O-])n1CC(=O)N/N=C/c1ccc(F)cc1	7	-5	i	-1	2	3	-3	i	0
Cc1cccc(C)c1NC(=O)CSC(=S)N1CCCC1	-4	0	i	1	0	2	-1	i	13
COc1ccc(/C=N/Nc2nc(C)c([N+](=O)[O-])c(N(C)c3ccccc3)n2)cc1OC	3	4	i	8	-3	7	-3	i	-3
Cc1cccc(C(=O)N/N=C/c2ccc(OC3CSC3)cc2)c1	7	-5	i	2	-2	14	-1	i	-4
NC(=O)C1CCN(c2cc(Cl)nc(N)n2)CC1	7	1	i	7	-1	-6	-4	i	-3
Cc1nn(C)cc1S(=O)(=O)N1CCCCC1C (configuration not stated)	1	-5	i	-1	-1	-1	2	i	2
CCOCCCNC(=O)C1CCCN1C(=O)Nc1ccccc1[N+](=O)[O-] (configuration not stated)	-4	-6	i	-2	0	4	-2	i	8
CCSC1=C(C#N)C(c2ccc3c(c2)OCO3)C2=C(CCCC2=O)N1 (configuration not stated)	4	-2	i	-6	2	-2	2	i	0
CC1(C)C2CCC13CS(=O)(=O)N[C@@H]3C2 (some centres not stated)	21	-8	i	0	-3	0	-1	i	8
Fc1cc(Br)ccc1NC(=S)Nc1cccnc1	-3	1	i	1	-4	0	-7	i	16
COc1ccccc1NC(=O)CSc1nc2sc(C)c(C)c2c(=O)n1C	21	16	i	-6	3	5	2	i	4
COc1ccc(C(=O)C2CCN(C(=S)Nc3ccc(F)cc3)CC2)cc1	1	-2	i	-2	0	-3	3	i	-117
COCc1c(C(=O)N/N=C\c2cccnc2)nnn1-c1nonc1N	24	-7	i	2	-3	-5	-3	i	0
CCNC(=O)c1cc2c(c(-c3cccc(-c4cccnc4)c3)n1)[C@H](CCO)N(S(C)(=O)=O)C2	4	-3	i	2	nt	11	-7	nt	nt
O=C(CN1C(=O)NC2(CCc3ccccc32)C1=O)c1cccs1 (configuration not stated)	7	-5	i	1	1	-3	-4	i	-6
CCOc1ccc(N2C(=O)CC(N(O)c3ccccc3)C2=O)cc1 (configuration not stated)	14	-5	i	5	0	-2	1	i	-3
NC(=O)C1(C(=O)O)OC1(c1ccc(Cl)cc1)c1ccccc1Cl (configuration not stated)	0	-7	i	-3	4	-7	3	i	12
CCOC(=O)c1nc(C)n(-c2ccc([N+](=O)[O-])cc2)n1	5	-1	i	4	-3	-1	5	i	-2
